Compound activity deposited in PubChem BioAssay by several laboratories.
UHRF1 MBD2 ctr: human UHRF1 methylated DNA binding inhibitors; Q96T88; UHRF1 binding to methylated oligo, TR-FRET; inhibition, % at 4.4 µM; 370,000 compounds, 0.75% hits; AID 687016; in the data active = inhibition above about 21%;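 note: UHRF1 SRA domain binding a hemimethylated CpG hairpin DNA probe; 0% = median of test compound wells and 100% = reference inhibitor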
ARFGAP1 inh: inhibits rat ARF GTPase activating protein 1; Q62848; Arfgap1-stimulated ARF1 GTP hydrolysis, GDP FP detection; inhibition, % at 16.5 µM; 360,000 compounds, 0.26% hits; AID 651572;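 active = inhibition above a per-plate limit, mean inhibition of low control wells plus 3 SD, cut at about 25% in these data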;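 note: 0% = DMSO wells with enzyme and 100% = wells lacking Arfgap1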
Target sequence (Q62848 1-136 limits assumed): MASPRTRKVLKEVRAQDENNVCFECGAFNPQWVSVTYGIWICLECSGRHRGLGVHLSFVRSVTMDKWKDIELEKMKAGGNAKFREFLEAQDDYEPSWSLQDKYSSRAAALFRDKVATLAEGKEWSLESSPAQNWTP
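Replicates: Single well per compound | Assay system: Truncated rat Arfgap1 GAP domain | Control set: No-Arfgap1 wells (100%) versus DMSO full-reaction wells (0%) | Times: Enzyme reaction 120 min at 25 °C after 20 min preincubation | Reagent: Human ARF1(Δ1-17)-GTP substrate | Measured by: Tracer-displacement fluorescence polarization with EDTA stop, 620/688 nm | Measure: Percent inhibition of Arfgap1-stimulated GTP hydrolysis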
ASAP1 GAP inh: blocks human ASAP1-stimulated Arf1 GTP hydrolysis; Q9ULH1; GDP FP detection; inhibition, % at 16.5 µM; 360,000 compounds, 0.19% hits; in the data active = inhibition above about 25%;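 note: 0% = vehicle with enzyme and substrate and 100% = no enzyme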
Target sequence (Q9ULH1 325-724 limits assumed): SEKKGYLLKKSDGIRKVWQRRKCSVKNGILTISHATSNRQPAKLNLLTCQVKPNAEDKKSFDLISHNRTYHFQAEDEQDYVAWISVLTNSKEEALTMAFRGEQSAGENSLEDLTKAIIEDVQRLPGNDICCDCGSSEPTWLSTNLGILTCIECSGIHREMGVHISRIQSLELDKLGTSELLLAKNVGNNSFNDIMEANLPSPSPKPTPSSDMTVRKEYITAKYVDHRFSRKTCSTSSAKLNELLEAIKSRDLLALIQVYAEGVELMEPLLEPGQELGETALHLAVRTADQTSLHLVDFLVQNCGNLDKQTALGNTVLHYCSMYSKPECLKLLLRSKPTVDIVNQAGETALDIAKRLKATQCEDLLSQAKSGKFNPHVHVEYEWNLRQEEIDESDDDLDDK
Tn6 DDE FP: disrupts Tn6 cyclic peptide binding to fibrin D-Dimer-E complex; P02675; Fibrin DD(E) TRITC-Tn6 fluorescence polarization displacement; inhibition, % at 8.3 µM; 370,000 compounds, 0.21% hits; AID 720509;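 active = inhibition above a per-campaign cutoff: mean of compounds within control limits plus 3 SD, cut at about 15% in these data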;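 note: 0% = median of all compound wells on the plate and 100% = blocking peptide control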
HGIII-sPLA2 inh: Blocks human group III sPLA2 activity; Q9NZ20; QFRET BODIPY PC-A2 liposome hydrolysis, fluorescence; inhibition, % at 12.2 µM; 370,000 compounds, 0.56% hits; AID 743126;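 active = inhibition above mean plus 3 SD of compounds lying within the high and low control bounds, cut at about 19% in these data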;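 note: 0% = median of test compound wells and 100% = no enzyme DMSO wells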
proKLK7 act: activates the human kallikrein-7 zymogen; 370,000 compounds, 0.9% hits; P49862; activation, % at 7 µM; purified proKLK7, EDANS-DABCYL substrate fluorescence; 100% is mature enzyme control, 0% vehicle;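 active = activation above the mean of all tested compounds plus 3 SD, computed per campaign excluding outliers beyond control limits, cut at about 13% in these data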
Target sequence (P49862 whole entry, looked up): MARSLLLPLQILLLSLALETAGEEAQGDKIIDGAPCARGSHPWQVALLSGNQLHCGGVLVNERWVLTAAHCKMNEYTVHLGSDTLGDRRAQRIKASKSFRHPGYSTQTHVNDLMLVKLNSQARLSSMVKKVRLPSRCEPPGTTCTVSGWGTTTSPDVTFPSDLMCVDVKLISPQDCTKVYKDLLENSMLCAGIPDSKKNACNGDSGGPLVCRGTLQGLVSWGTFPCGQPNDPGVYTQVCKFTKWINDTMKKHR
PLC-gamma1 inh: blocks human PLC-gamma1 enzyme activity; inhibition, % at 12.2 µM; 370,000 compounds, 0.84% hits; purified PLC-gamma1, fluorogenic substrate, fluorescence; AID 720700; P19174; in the data active = inhibition above about 9.5%
Rev-erbA mod: Rev-erb alpha (human) modulation; P20393; Rev-erbα–FITC-DNA binding, fluorescence polarization, 90 min; activity, % at 10 µM; 370,000 compounds, 0.79% hits;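 active = activity above about 14%, limit read from the data; passing the limit was not always enough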;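 note: 0% = DMSO wells with 35 nM protein and 100% = DMSO wells with 750 nM protein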
PLCb3 inh: inhibitors of human phospholipase C beta3; Q01970; 370,000 compounds, 0.18% hits; inhibition, % at 12.2 µM; Purified PLC-beta3, fluorogenic substrate, fluorescence; in the data active = inhibition above about 11%;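 note: 0% = median of compound wells on plate and 100% = full blocker control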
DDE Tn7 FP inh: disrupts Tn7 cyclic peptide binding to fibrin D-Dimer-E complex; P02675; FP displacement of FITC-Tn7 peptide from fibrin DD(E); 0% = median of compound wells per plate; inhibition, % at 8.3 µM; 370,000 compounds, 0.13% hits; AID 720508;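 active = inhibition above the mean of compounds falling within the control limits plus 3 SD of them, cut at about 14% in these data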;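 note: 0% = plate median of compound wells and 100% = 10 µM Aha-Tn7 peptide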
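Assay system: human fibrin DD(E) protein / Input: 2 µM fibrin DD(E) / Benchmarks: high control of 10 µM Aha-Tn7 peptide / Measured by: fluorescence polarization of the labelled Tn7 tracer / Medium: Tris buffer with calcium and detergent, pH 7.8 / Timing: 10 min compound pre-incubation, 3 h probe incubation at room temperature / Repeats: one replicate per compound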
* hit, by the source's call.

For O=c1[nH]c2ccc(S(=O)(=O)Nc3ccc(Cl)cc3)cc2o1 the results were UHRF1 MBD2 ctr -2, ARFGAP1 inh 16, ASAP1 GAP inh 11, Tn6 DDE FP 1, HGIII-sPLA2 inh -21, proKLK7 act -0.2, PLC-gamma1 inh -1, Rev-erbA mod 2, PLCb3 inh -2 and DDE Tn7 FP inh -1.
Screening CCOc1ccc(Nc2nc(N)nc(CSC(=S)N3CCOCC3)n2)cc1 returned UHRF1 MBD2 ctr 0, ARFGAP1 inh 3, ASAP1 GAP inh -2, Tn6 DDE FP 6, HGIII-sPLA2 inh -2, proKLK7 act 0.2, PLC-gamma1 inh 9, Rev-erbA mod 1, PLCb3 inh -1 and DDE Tn7 FP inh 4.
O=C(COc1ccc(Cl)cc1Cl)NC(=S)Nc1ccc(CN2CCOCC2)cc1 was read as UHRF1 MBD2 ctr -1, ARFGAP1 inh 4, ASAP1 GAP inh 13, Tn6 DDE FP 7, HGIII-sPLA2 inh -4, proKLK7 act 0.0, PLC-gamma1 inh -1, Rev-erbA mod -8, PLCb3 inh 0 and DDE Tn7 FP inh -7.
For COc1ccc(Cl)cc1-n1c(C)ccc1C the results were UHRF1 MBD2 ctr -2, ARFGAP1 inh -7, ASAP1 GAP inh -4, Tn6 DDE FP 3, HGIII-sPLA2 inh 2, proKLK7 act 0.7, PLC-gamma1 inh -3, Rev-erbA mod -4, PLCb3 inh -2 and DDE Tn7 FP inh 6.
`Cc1ccnc(N2CCCC(C(=O)Nc3cc(F)ccc3C)C2)n1` (centres undefined) gave UHRF1 MBD2 ctr 2, ARFGAP1 inh 6, ASAP1 GAP inh -5, Tn6 DDE FP 0, HGIII-sPLA2 inh -3, proKLK7 act 0.0, PLC-gamma1 inh 0, Rev-erbA mod 3, PLCb3 inh -3 and DDE Tn7 FP inh 0.
Screening COC(=O)c1cccnc1NC(=S)NNC(=O)c1ccccc1 returned UHRF1 MBD2 ctr 0, ARFGAP1 inh 8, ASAP1 GAP inh 4, Tn6 DDE FP 2, HGIII-sPLA2 inh 6, proKLK7 act -0.7, PLC-gamma1 inh 2, Rev-erbA mod -1, PLCb3 inh 6 and DDE Tn7 FP inh -6.
Screening CCOc1ccc(NC(=O)[C@@H]2CCC(=O)N2C2OC(=O)c3ccccc32)cc1 (some centres undefined) returned UHRF1 MBD2 ctr 0, ARFGAP1 inh 2, ASAP1 GAP inh -16, Tn6 DDE FP 6, HGIII-sPLA2 inh -2, proKLK7 act 0.6, PLC-gamma1 inh 1, Rev-erbA mod -4, PLCb3 inh 4 and DDE Tn7 FP inh 7.
COc1ccc(-c2cccc(CCC(=O)N3CCN(c4cc(C)ccc4C)CC3)c2)cc1 was read as UHRF1 MBD2 ctr 0, ARFGAP1 inh 5, ASAP1 GAP inh -5, Tn6 DDE FP -9, HGIII-sPLA2 inh -11, proKLK7 act -0.2, PLC-gamma1 inh -1, Rev-erbA mod -3, PLCb3 inh -5 and DDE Tn7 FP inh 9.
For COc1cc(C(=O)NCC(=O)N/N=C/c2cccc(OC(=O)c3ccco3)c2)cc(OC)c1OC the results were UHRF1 MBD2 ctr -1, ARFGAP1 inh 10, ASAP1 GAP inh 1, Tn6 DDE FP 3, HGIII-sPLA2 inh -7, proKLK7 act -0.3, PLC-gamma1 inh 5, Rev-erbA mod -3, PLCb3 inh 0 and DDE Tn7 FP inh 0.
`COc1ccc(-c2noc(-c3ccoc3C)n2)cc1OC` gave UHRF1 MBD2 ctr -3, ARFGAP1 inh -1, ASAP1 GAP inh -12, Tn6 DDE FP -2, HGIII-sPLA2 inh -4, proKLK7 act -0.4, PLC-gamma1 inh -1, Rev-erbA mod -1, PLCb3 inh -8 and DDE Tn7 FP inh -2.
`S=C1NCCOCCNC(=S)NCCOCCOCCN1` gave UHRF1 MBD2 ctr -2, ARFGAP1 inh 12, ASAP1 GAP inh 17, Tn6 DDE FP 0, HGIII-sPLA2 inh 0, proKLK7 act -0.1, PLC-gamma1 inh 1, Rev-erbA mod 3, PLCb3 inh 5 and DDE Tn7 FP inh -1.
Screening COc1cccc(COCC(O)Cn2cnc3cc(C)c(C)cc32)c1 (centres undefined) returned UHRF1 MBD2 ctr 2, ARFGAP1 inh -7, ASAP1 GAP inh 8, Tn6 DDE FP 1, HGIII-sPLA2 inh -12, proKLK7 act 0.3, PLC-gamma1 inh 5, Rev-erbA mod -4, PLCb3 inh 1 and DDE Tn7 FP inh -2.

Molecules from the list above that contain two or more sulfur atoms:
Screening CCOc1ccc(Nc2nc(N)nc(CSC(=S)N3CCOCC3)n2)cc1 returned UHRF1 MBD2 ctr 0, ARFGAP1 inh 3, ASAP1 GAP inh -2, Tn6 DDE FP 6, HGIII-sPLA2 inh -2, proKLK7 act 0.2, PLC-gamma1 inh 9, Rev-erbA mod 1, PLCb3 inh -1 and DDE Tn7 FP inh 4.
`S=C1NCCOCCNC(=S)NCCOCCOCCN1` gave UHRF1 MBD2 ctr -2, ARFGAP1 inh 12, ASAP1 GAP inh 17, Tn6 DDE FP 0, HGIII-sPLA2 inh 0, proKLK7 act -0.1, PLC-gamma1 inh 1, Rev-erbA mod 3, PLCb3 inh 5 and DDE Tn7 FP inh -1.

(list continues)
`O=C(Nc1ccccc1)N(CCCN1CCOCC1)Cc1cccs1` gave UHRF1 MBD2 ctr 0, ARFGAP1 inh -2, ASAP1 GAP inh -8, Tn6 DDE FP 2, HGIII-sPLA2 inh -1, proKLK7 act 0.6, PLC-gamma1 inh 0, Rev-erbA mod 2, PLCb3 inh 2 and DDE Tn7 FP inh -2.
For Cc1ccc(S(=O)(=O)N2[C@@H](CO)CO[C@H]2CC(=O)c2ccc(F)cc2)cc1 the results were UHRF1 MBD2 ctr 3, ARFGAP1 inh -13, ASAP1 GAP inh -12, Tn6 DDE FP 8, HGIII-sPLA2 inh 2, proKLK7 act 0.8, PLC-gamma1 inh 2, Rev-erbA mod 1, PLCb3 inh 1 and DDE Tn7 FP inh 2.
COc1ccccc1NC(=O)O[C@@H]1CC[C@@]23CCCN2C(=O)CCC[C@H]3C1 was read as UHRF1 MBD2 ctr 1, Tn6 DDE FP 1, HGIII-sPLA2 inh 3, PLC-gamma1 inh -1, Rev-erbA mod 6, PLCb3 inh -3 and DDE Tn7 FP inh -3.
`CCOC(=O)CSc1nnc(NC(=O)c2cccc(S(=O)(=O)N3CCCC3)c2)s1` gave UHRF1 MBD2 ctr 4, ARFGAP1 inh -2, ASAP1 GAP inh 4, Tn6 DDE FP -4, HGIII-sPLA2 inh -8, proKLK7 act 0.3, PLC-gamma1 inh 2, Rev-erbA mod -5, PLCb3 inh 0 and DDE Tn7 FP inh -5.
CCC(C)Sc1nc2c(c(=O)[nH]c(=O)n2C)n1CC(O)COc1cccc2ccccc12 (centres undefined) was read as UHRF1 MBD2 ctr 2, ARFGAP1 inh -2, ASAP1 GAP inh 0, Tn6 DDE FP 1, HGIII-sPLA2 inh 2, proKLK7 act -0.5, PLC-gamma1 inh 2, Rev-erbA mod 1, PLCb3 inh 6 and DDE Tn7 FP inh -1.
For Cc1cccc(NC(=O)CN2C(=O)S/C(=C\c3cccn3-c3cccc(C(=O)O)c3)C2=O)c1 the results were UHRF1 MBD2 ctr 11, ARFGAP1 inh -15, ASAP1 GAP inh -16, Tn6 DDE FP 0, HGIII-sPLA2 inh -6, proKLK7 act -0.1, PLC-gamma1 inh 8, Rev-erbA mod 3, PLCb3 inh 7 and DDE Tn7 FP inh 0.
CCOc1ccc(OCC)c(NC(=O)CN(C)S(=O)(=O)c2ccc3nc(C)sc3c2)c1 was read as UHRF1 MBD2 ctr -2, ARFGAP1 inh 5, ASAP1 GAP inh 4, Tn6 DDE FP -1, HGIII-sPLA2 inh 5, proKLK7 act 0.1, PLC-gamma1 inh 2, Rev-erbA mod -5, PLCb3 inh -4 and DDE Tn7 FP inh 5.
Screening CC(NC(=O)COC(=O)Cc1ccccc1[N+](=O)[O-])c1ccccc1 (centres undefined) returned UHRF1 MBD2 ctr -1, ARFGAP1 inh 1, ASAP1 GAP inh -8, Tn6 DDE FP -3, HGIII-sPLA2 inh -3, proKLK7 act 0.0, PLC-gamma1 inh 5, Rev-erbA mod -3, PLCb3 inh -1 and DDE Tn7 FP inh 8.
COc1cc(NC(=O)c2ccc(C(C)(C)C)cc2)c(OC)cc1NC(=O)CN1CCCCC1 was read as UHRF1 MBD2 ctr -1, ARFGAP1 inh 7, ASAP1 GAP inh -11, Tn6 DDE FP -5, HGIII-sPLA2 inh -1, proKLK7 act 0.2, PLC-gamma1 inh -9, Rev-erbA mod -2, PLCb3 inh -9 and DDE Tn7 FP inh -7.
For COc1ccccc1NC(=O)CSCC(N)=O the results were UHRF1 MBD2 ctr 0, ARFGAP1 inh -11, ASAP1 GAP inh -4, Tn6 DDE FP 0, HGIII-sPLA2 inh 5, proKLK7 act -0.1, PLC-gamma1 inh -1, Rev-erbA mod 5, PLCb3 inh 2 and DDE Tn7 FP inh -7.
Cc1cc(C(=O)NN=C2C3CC4CC(C3)CC2C4)c2ccccc2n1 was read as UHRF1 MBD2 ctr 0, ARFGAP1 inh 2, ASAP1 GAP inh -6, Tn6 DDE FP -3, HGIII-sPLA2 inh -5, proKLK7 act 0.7, PLC-gamma1 inh -2, Rev-erbA mod 1, PLCb3 inh -2 and DDE Tn7 FP inh -7.
For O=C(/C=C/c1ccccc1Cl)NC1CCCCC1 the results were UHRF1 MBD2 ctr 2, ARFGAP1 inh 0, ASAP1 GAP inh 1, Tn6 DDE FP -8, HGIII-sPLA2 inh 1, proKLK7 act -0.4, PLC-gamma1 inh 0, Rev-erbA mod 2, PLCb3 inh -7 and DDE Tn7 FP inh 0.
Screening O=C(Nc1nnc(-c2ccco2)o1)C1CC1 returned UHRF1 MBD2 ctr 3, ARFGAP1 inh 12, ASAP1 GAP inh -5, Tn6 DDE FP 1, HGIII-sPLA2 inh 7, proKLK7 act 0.6, PLC-gamma1 inh 3, Rev-erbA mod -6, PLCb3 inh -6 and DDE Tn7 FP inh 3.
O=C(NC1(N2CCOCC2)CC1)c1ccc(Cl)cc1 was read as UHRF1 MBD2 ctr 0, ARFGAP1 inh 8, ASAP1 GAP inh 2, Tn6 DDE FP 0, HGIII-sPLA2 inh 1, proKLK7 act -0.2, PLC-gamma1 inh 3, Rev-erbA mod -3, PLCb3 inh -2 and DDE Tn7 FP inh 4.
